Assay outcomes as filed in PubChem BioAssay.
TR-FRET SRC-2 ct: counter-screen for PPARgamma SRC-2 recruitment agonists: TR-FRET artefact; TR-FRET ratio at 8 µM; stronger effect = higher value; 200,000 compounds, 0.4% hits; in the data active means TR-FRET ratio above about 2000; further: inactives centre near 1500
Diaph act CS: diaphorase activation or chemical reduction counter-screen; Diaphorase/resazurin coupled assay, resorufin fluorescence, 16 min; stronger effect = higher value; 1 = vehicle wells, 0 = NADH-free wells; activation factor at 20 µM; 190,000 compounds, 0.005% hits; AID 1229;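 active means diaphorase activity raised at least twofold by the compound at 20 µM; inactive means activation factor below 2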
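Test system: Clostridium kluyveri diaphorase, purified enzyme. Buffer or medium: 50 mM HEPES pH 7.4 buffer plus MgCl2 and Tween 20. Also added: 0.114 mM NADH and 0.1 mM resazurin, final amounts. Dosing: compound 20 µM once, DMSO 1%. Schedule: 16 min enzyme reaction, ambient temperature. Detection: fluorescence of resorufin, 544 nm excitation, 590 nm emission.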
PMI act: activators of human phosphomannose isomerase | P34949 | purified human PMI, coupled resazurin fluorescence, 20 min; stronger effect = higher value; 1 = vehicle control, 0 substrate-free wells | AID 1214 | 190,000 compounds, 0.005% hits | activation factor at 20 µM;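 active means activation factor of 2 or more at 20 µM, relative to plate controls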
Target sequence (P34949 whole entry, looked up): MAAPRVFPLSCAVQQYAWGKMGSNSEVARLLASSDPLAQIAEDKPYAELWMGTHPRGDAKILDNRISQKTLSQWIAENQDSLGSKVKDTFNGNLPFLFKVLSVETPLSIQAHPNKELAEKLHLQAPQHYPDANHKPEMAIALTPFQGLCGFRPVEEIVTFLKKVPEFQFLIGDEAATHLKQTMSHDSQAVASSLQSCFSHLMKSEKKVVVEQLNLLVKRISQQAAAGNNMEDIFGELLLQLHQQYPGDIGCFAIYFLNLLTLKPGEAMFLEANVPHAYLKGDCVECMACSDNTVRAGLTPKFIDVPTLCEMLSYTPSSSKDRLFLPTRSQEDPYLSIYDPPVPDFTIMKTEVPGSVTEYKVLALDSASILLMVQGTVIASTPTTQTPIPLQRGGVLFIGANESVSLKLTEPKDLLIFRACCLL
PPARg SRC-2 ag: PPARgamma-driven SRC-2 recruitment agonism; 200,000 compounds, 0.34% hits; PPARgamma LBD-SRC-2 recruitment, biochemical; activation, % at 8 µM; P37231; in the data active means activation above about 22%;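 further: 0% = vehicle and 100% = reference agonist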
Target sequence (P37231 whole entry, looked up, the tested form may be a part): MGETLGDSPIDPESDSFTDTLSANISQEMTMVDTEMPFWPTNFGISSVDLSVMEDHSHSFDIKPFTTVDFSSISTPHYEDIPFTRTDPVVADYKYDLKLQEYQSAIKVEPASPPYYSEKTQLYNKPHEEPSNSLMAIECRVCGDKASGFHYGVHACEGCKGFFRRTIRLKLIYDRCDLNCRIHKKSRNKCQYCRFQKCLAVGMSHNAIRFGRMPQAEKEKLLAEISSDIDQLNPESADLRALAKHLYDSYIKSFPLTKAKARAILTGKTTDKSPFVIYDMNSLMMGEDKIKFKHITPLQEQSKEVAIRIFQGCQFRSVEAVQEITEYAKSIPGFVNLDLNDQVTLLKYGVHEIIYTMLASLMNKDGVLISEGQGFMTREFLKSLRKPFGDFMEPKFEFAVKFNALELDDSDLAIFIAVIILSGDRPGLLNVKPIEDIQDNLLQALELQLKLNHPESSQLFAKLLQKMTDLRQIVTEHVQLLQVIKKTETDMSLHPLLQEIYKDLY
Diaph inh CS: inhibits diaphorase or chemically oxidizes, flagging diaphorase assay artifacts; diaphorase resazurin-to-resorufin fluorescence, NADH, 16 min; bacterial (C. kluyveri) enzyme, not human; AID 1217; inhibition, % at 20 µM; 190,000 compounds, 0.69% hits;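 active means primary screen inhibition at 20 µM above a set limit, cut at about 50% in these data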;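 further: plate controls were DMSO with full reaction for no effect and wells lacking NADH for full effect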
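controls = No-NADH positive control and DMSO neutral control | system = Clostridium kluyveri diaphorase enzyme | timing = reaction incubation of 16 min at room temperature | signal = resorufin fluorescence 544/590 nm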
PPARg SRC3 recr: agonists of human PPARgamma SRC-3 coactivator recruitment | P37231 | biochemical PPARgamma/SRC-3 coactivator recruitment assay | activation, % at 8 µM | 200,000 compounds, 0.26% hits | AID 731; in the data active means activation above about 23%;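 further: 0% = DMSO and 100% = reference agonist; some compounds past the cut are filed as inactive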
PMI act satM6P: activators of human phosphomannose isomerase at near-saturating mannose 6-phosphate. activation factor at 20 µM. P34949. coupled PMI enzyme assay, resazurin fluorescence, 20 min; stronger effect = higher value; 1 = untreated enzyme, 0 = substrate-free blank. 190,000 compounds, 0.34% hits;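 active means activation factor of 2 or more at 20 µM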
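test system = human PMI in coupled enzyme assay | medium = HEPES-buffered pH 7.4 with magnesium and detergent | also added = 1.0 mM mannose-6-phosphate substrate with 0.22 mM NADP+ | compound = 20 µM single dose | times = 20 min incubation at room temperature | measured by = resorufin fluorescence (Ex 544/Em 590 nm) from resazurin via diaphorase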
G6PDH counter: counter-screen for G6PDH assay hits: L. mesenteroides G6PDH inhibition. Purified L. mesenteroides G6PDH, diaphorase/resazurin coupled fluorescence, 45 min. inhibition, % at 5 µM. 200,000 compounds, 0.12% hits. AID 1020; in the data active means inhibition above about 50%
S1P3 antagonist: S1P3 (human) receptor antagonism. CHO S1P3 NFAT-BLA reporter, FRET fluorescence, antagonist mode. 170,000 compounds, 0.27% hits. Q99500. AID 485. inhibition, % at 4.98 µM;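 active means inhibition above the plate cutoff, the mean inhibition of test wells on that plate plus 3 SD, cut at about 28% in these data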;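 further: cells challenged with S1P at its EC80 of 0.8 µM; blue over green emission ratio from cleaved BLA substrate after 4 h stimulation; 0% = S1P-stimulated wells and 100% = unstimulated DMSO-only wells; some compounds past the cut are filed as inactive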
ROMK primary: human ROMK K+ channel modulation, primary screen; Tet-inducible ROMK, thallium flux fluorescence; actives lie on both sides; B-score at 10 µM; 130,000 compounds, 2% hits; AID 1918;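 active means signal ratio slope over the read window, or its plate-corrected B-score, at least 3 SD from the plate mean, either direction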;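 further: B-score of the F/F0 ratio slope over 7 to 12 s after thallium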
PPARg SRC-1 ag: agonists of human PPARgamma SRC-1 coactivator recruitment. 200,000 compounds, 0.41% hits. P37231. activation, % at 8 µM. PPARgamma-SRC-1 coactivator recruitment biochemical assay; in the data active means activation above about 19%;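 further: 0% = DMSO and 100% = reference agonist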
Starred values were filed as active, the others as inactive; · = no result given.

SMILES | TR-FRET SRC-2 ct | Diaph act CS | PMI act | PPARg SRC-2 ag | Diaph inh CS | PPARg SRC3 recr | PMI act satM6P | G6PDH counter | S1P3 antagonist | ROMK primary | PPARg SRC-1 ag
C=CCN1C(=O)C2C(C(=O)NC3CCCCC3)C3C=CC2(O3)C1C(=O)NC1CCCC1 (stereo not given) | 1656 | 0.9 | 1.1 | 2 | 6 | 2 | 1 | 0 | -18 | · | 1
Cc1cc(C)n(-c2cccc(Cl)c2)c(=O)c1C#N | 1561 | 0.9 | 0.9 | -2 | 12 | -3 | 0.9 | 14 | -19 | 1.2 | 3
CC(C)CCN1CCN(Cc2ccon2)CC1CCO (stereo not given) | 1417 | 1.1 | 1.1 | 7 | -11 | -1 | 1.1 | 12 | -10 | -0.28 | 11
Cc1cc(C)nc(SCc2nnc(SCC(=O)Nc3nccs3)n2C)n1 | 1378 | 0.9 | 1 | -5 | 13 | -10 | 1 | 0 | · | · | -3
O=c1[nH]c(N/N=C/c2ccc(O)cc2)nc2ccccc12 | 1799 | 0.9 | 1.2 | 12 | 7 | 3 | 1.1 | -16 | 2 | 0.2 | 7
O=C(Nc1cccc2ccccc12)NC1CCS(=O)(=O)C1 (stereo not given) | 1405 | 0.8 | 0.9 | -8 | 24 | -7 | 1 | 10 | -8 | 0.74 | 0
CC(C)CCN1CCN(C/C=C/c2ccco2)CC1CCO (stereo not given) | 1504 | 0.9 | 0.8 | 1 | 10 | 0 | 0.7 | 16 | -10 | 0.094 | 8
COC(=O)/C=C1\C(=O)N(c2nc3ccccc3s2)C(=S)N1c1ccc(F)cc1 | 1617 | 1 | 1.1 | 4 | 3 | 0 | 1.1 | 10 | · | -2.8* | 1
Cc1ccc(C)c(CS(=O)(=O)c2cn(CC(=O)N3CCCCC3)c3ccccc23)c1 | 1572 | 0.9 | 0.9 | 0 | 15 | 2 | 0.9 | -12 | 11 | -1.3 | 6
Cc1nc2cc(NC(=O)N3CCCCC3)ccc2n1C | 1589 | 0.8 | 0.8 | 2 | 15 | 9 | 0.9 | 8 | · | 0.65 | 1
Nc1nc2n(n1)C(c1ccc(F)cc1)CC(c1ccc(F)cc1)N2 (stereo not given) | 1383 | 0.9 | 0.9 | 0 | 15 | -6 | 0.9 | 8 | · | · | -2
Cc1cc(C)c(NC(=O)NC(=O)c2ccc(F)cc2)c(C)n1 | 1416 | 1 | 0.9 | 4 | 4 | -2 | 0.7 | 0 | -9 | · | 8
O=C(Oc1ccccc1N1C(=O)CCC1=O)c1ccco1 | 1548 | 0.9 | 1.1 | -3 | 7 | -11 | 1 | -2 | · | -0.26 | -2
O=C(O)CCCNc1cc(N2CCC3(CC2)OCCO3)c2noc3c2c1C(=O)c1ccccc1-3 | 1740 | 0.5 | 0.8 | 18 | 50* | 14 | 0.5 | 39 | 3 | -1.5 | 18
Cc1ccc(C)c(N2CCN(C(=O)c3cc(S(=O)(=O)N4CCOCC4)ccc3F)CC2)c1 | 1463 | 0.9 | 0.8 | 8 | 12 | 0 | 0.9 | -4 | -3 | -1.3 | -8
Cc1sc2nc3n(c(=O)c2c1C)NC(=O)CC3 | 1325 | 0.7 | 0.9 | -1 | 30 | -9 | 0.9 | 6 | -28 | -0.81 | -5
O=C(O)c1ccc2c(c1)C(=O)N(c1ncccn1)C2=O | 1689 | 0.9 | 1 | 4 | 9 | 2 | 1 | -2 | -16 | -0.3 | 6
Cc1ccc(C(=O)N/N=C2\CCc3ccccc32)c(C)c1 | 1514 | 1 | 1 | 3 | 4 | 1 | 1 | 29 | -1 | 0.89 | 1
COc1cc(/C=N/NC(=O)c2c(C)nnn2-c2nonc2N)ccc1O | 1572 | 1 | 1.1 | 7 | 2 | 3 | 1 | -5 | 10 | -0.29 | -4
COc1cc(COc2ccc3c(C)c(Cc4ccccc4)c(=O)oc3c2C)cc(OC)c1OC | 1605 | 1 | 0.9 | 1 | -1 | 16 | 1 | 3 | · | · | 2
Cc1ccc2cc3cc(C(=O)N4CCCCCC4)oc3nc2c1 | 1728 | 1 | 0.9 | 10 | 5 | -5 | 1 | -18 | 23 | · | 8
CN1C(=O)/C(=C/C=C2/CCCN2C)N(C)C1=S | 1265 | 0.6 | 0.6 | 8 | 40 | 9 | 0.7 | 4 | -6 | 0.023 | 5
COc1ccc(S(=O)(=O)N(CC(=O)N/N=C/c2cccs2)c2cc(C)cc(C)c2)cc1OC | 1363 | 0.7 | 0.7 | 2 | 31 | -3 | 0.8 | -7 | · | · | 4
CC(=O)c1c(N=CN(C)C)nc(C)nc1-c1ccccc1 | 1837 | 0.9 | 1 | 3 | 8 | 13 | 1 | 1 | 9 | · | 7
O=C(NCc1ccccc1)c1ccc(Br)o1 | 1474 | 1 | 1.2 | -3 | 2 | 3 | 1.1 | 17 | -12 | -0.33 | 4
CCc1nccn1S(=O)(=O)c1cc(C)c(OC)cc1C | 1299 | 0.9 | 1 | 2 | 7 | 2 | 1 | 2 | · | 0.83 | -1
CCCOc1ccc(C(=O)OCC(=O)c2c(N)n(C)c(=O)n(C)c2=O)cc1OCC | 1400 | 1 | 1.1 | 1 | 4 | 2 | 1 | 3 | -4 | 0.86 | -2
CCN(CC)S(=O)(=O)c1ccc(Cc2ncc(C(F)(F)F)cc2Cl)s1 | 1431 | 0.8 | 1.1 | 3 | 17 | -4 | 1.2 | 12 | · | -1.1 | -1
O=C(Nc1cccc([N+](=O)[O-])c1)C1C2/C=C\CCCCC21 (stereo not given) | 1568 | 1.2 | 1 | 1 | -16 | -2 | 1.1 | 13 | -15 | -0.64 | 1
Cc1ccc(-n2c(C)nn(-c3ncc(C(F)(F)F)cc3Cl)c2=O)cc1 | 1575 | 0.9 | 1 | 0 | 12 | 1 | 1 | 2 | · | · | -6
CCOc1ccccc1NC(=O)Cn1c(=O)sc2ccccc21 | 1694 | 1 | 0.9 | 2 | 4 | 5 | 1 | 5 | 1 | · | 7
CN(C)c1nc2ccccc2n(C)c1=O | 1719 | 0.9 | 0.9 | 4 | 6 | 8 | 0.9 | 10 | -23 | 0.25 | 4
CC(C(=O)c1ccc(Br)cc1)[n+]1cccc(NC(=O)c2ccccc2)c1 (stereo not given) | 1469 | 1 | 1.1 | -5 | 3 | -1 | 1 | 0 | -1 | · | -2
C=CCn1c(SCc2nc3sc(C(=O)O)c(C)c3c(=O)[nH]2)nnc1-c1ccc(F)cc1 | 1597 | 0.9 | 1.1 | 0 | 11 | -3 | 1 | 10 | -2 | -0.74 | -4
Cc1noc(C)c1COC(=O)c1cc(F)c(F)cc1Cl | 1525 | 0.9 | 1 | -3 | 11 | 0 | 1 | 2 | 2 | · | -1
COc1ccc(-c2nsc(SCC(=O)NCc3ccc4c(c3)OCO4)n2)cc1 | 1380 | 0.9 | 1.2 | -4 | 12 | -6 | 1 | -6 | -10 | · | 1
O=C(c1cnn2cccnc12)N1CCN(Cc2ccc3c(c2)OCO3)CC1 | 1707 | 0.9 | 0.9 | 3 | 10 | 0 | 0.9 | 4 | 15 | · | -2
CCOc1cccc2sc(N(CCN(CC)CC)C(=O)c3cccc([N+](=O)[O-])c3)nc12 | 1291 | 0.9 | 1.1 | 8 | 11 | 6 | 1.1 | -6 | -2 | -0.45 | 9
CC(C(=O)Nc1cccc(S(=O)(=O)N2CCOCC2)c1)N1CCN(c2ccc(F)cc2)CC1 (stereo not given) | 1756 | 1 | 1.1 | 0 | 4 | 3 | 1 | 2 | 2 | -0.017 | 0
COc1ccc(-n2nc(C(=O)Nc3ccc4c(c3)OCO4)c3ccccc3c2=O)c(OC)c1 | 1396 | 0.8 | 0.8 | 5 | 18 | -6 | 0.8 | 1 | -21 | · | -2
Cc1ccc(-c2nnn(CC(=O)N3CCCCC3)n2)c(-n2cnnn2)c1 | 1422 | 0.9 | 0.9 | 0 | 12 | 0 | 0.8 | -1 | -16 | 0.036 | -2
O=C(COc1ccc(C(=S)N2CCC(Cc3ccccc3)CC2)cc1)N1CCOCC1 | 1521 | 0.9 | 1 | 4 | 14 | 1 | 0.9 | -6 | 3 | -0.011 | 8
C/C(=N\O)C(=O)C(CN1CCCCC1)CN1CCCCC1 | 1676 | 0.9 | 0.5 | 5 | 14 | 1 | 0.4 | 2 | -12 | · | 1
CCOc1ccc(Oc2cc(C)nc(SC)n2)nn1 | 1676 | 1 | 1 | 1 | -4 | -4 | 1 | 0 | · | 0.47 | -6
Cc1c(C(=O)NCc2ccc3c(c2)OCO3)sc2nc(-c3ccccc3)cn12 | 1785 | 0.9 | 0.9 | 3 | 15 | -1 | 1 | 7 | 6 | · | 1
CC(C)(C)NC(=O)CN(C(=O)CSc1nnc(COc2ccccc2)o1)c1cccc(F)c1 | 1509 | 0.9 | 1 | 1 | 10 | -2 | 1.1 | 4 | · | -2.7* | -4
COc1ccc(CCNC(=O)c2sc(=S)n(C)c2N)cc1 | 1571 | 0.9 | 1 | 6 | 6 | 8 | 1.1 | 3 | -8 | 0.46 | 6
COC(=O)c1ccc(NC(=O)Nc2ccccc2F)cc1 | 1594 | 0.9 | 0.8 | -1 | 8 | 1 | 0.9 | 10 | -2 | -1.4 | 3
Cc1noc(C)c1COc1ccc(C(=O)Nc2ccccc2)cc1 | 1722 | 0.9 | 1.1 | 2 | 12 | -1 | 1 | 2 | 6 | 0.24 | 6
COC(=O)c1ccc(CSc2nnc3sc4ccccc4n23)o1 | 1603 | 0.9 | 1 | 2 | 11 | 1 | 0.9 | 2 | · | -0.28 | -6
O=C(CC12CC3CC(CC(C3)C1)C2)NC(=S)Nc1ccc(CN2CCOCC2)cc1 | 1795 | 0.8 | 0.8 | 7 | 23 | 2 | 0.9 | 1 | -3 | 0.32 | 11

Part of the list above, reformatted:
> O=C(COc1ccc(C(=S)N2CCC(Cc3ccccc3)CC2)cc1)N1CCOCC1
  TR-FRET SRC-2 ct = 1521	Diaph act CS = 0.9	PMI act = 1	PPARg SRC-2 ag = 4	Diaph inh CS = 14	PPARg SRC3 recr = 1	PMI act satM6P = 0.9	G6PDH counter = -6	S1P3 antagonist = 3	ROMK primary = -0.011	PPARg SRC-1 ag = 8
> C/C(=N\O)C(=O)C(CN1CCCCC1)CN1CCCCC1
  TR-FRET SRC-2 ct = 1676	Diaph act CS = 0.9	PMI act = 0.5	PPARg SRC-2 ag = 5	Diaph inh CS = 14	PPARg SRC3 recr = 1	PMI act satM6P = 0.4	G6PDH counter = 2	S1P3 antagonist = -12	ROMK primary = ·	PPARg SRC-1 ag = 1

Rows are unselected (roughly 3.3% active in at least one column).
